HCMV antiviral: blocks human cytomegalovirus replication. HFF cells, HCMV-luciferase reporter, 72 h; hits give low values. activity change, negative = inhibition, % at 57.5 µM. 410,000 compounds, 4.5% hits. AID 1259415; in the data active means activity change below about -60%; inconclusive means no clear call, values can overlap the other calls; inactive means above about -39%
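Steps: HFFs plated, 16 h 37C; compounds added; HCMV-luciferase added to MOI 1 PFU/cell; 72 h 37C; OneGlo reagent, 5 min room temperature; luminescence read, normalized to controls.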
* hit, by the source's call; u = inconclusive. On the % scale 0 is the no-effect control and ±100 the full control effect. Not all compounds are listed; the hit share may differ from the screen's.

SMILES	HCMV antiviral
COC(=O)[C@@H]1[C@@H](CO)[C@@H]2Cn3c(ccc(Br)c3=O)[C@@H]2N1CCc1ccccc1	-32.9
Cc1ccc(F)c(S(=O)(=O)NC(=O)C2(C)CCN2C(=O)CCc2cccs2)c1 (stereo not drawn)	8.8
CN1CCN(C(=O)COc2ccc(S(=O)(=O)Nc3ccc(Cl)cc3)cc2)CC1	-11.7
CC(C)C[C@H]1COc2cc(N3CCOCC3)ccc2S(=O)(=O)N1	21.3
CCCc1nc2c(C)cc(Br)cn2c1Cc1ccccc1	119.1
CCc1nc2ccc(C(=O)NCCCN3CCCC3=O)cn2c1N(CC)CCOC	14.6
O=C(NN=Cc1ccc2c(c1)CCC2)c1cccc([N+](=O)[O-])c1	10.6
Cc1ccc(Cc2c(-c3ccc(Cl)cc3)nc3cc(C)c(Br)c(C)n23)cc1	25.4
O=S1(=O)CC(N2CCN(c3ccccn3)CC2)CN1Cc1ccccc1 (stereo not drawn)	4.3
O=C(Nc1ncnc2c1ncn2[C@@H]1O[C@H](/C=C/C(=O)N2CCN(c3ccc(F)cc3)CC2)[C@@H](O)[C@H]1O)c1ccccc1	-2.9
COc1cccc(C2CCN(C)C2)c1 (stereo not drawn)	10.8
COC(=O)[C@]12CCCCC=C1N(CCC1=CCCCC1)C(=O)[C@H](CC(=O)NCCC(C)C)C2	u
OC(c1cccc(Cl)c1)c1ncc(-c2cccc(C(F)(F)F)c2)[nH]1 (stereo not drawn)	-0.8
CCCNC(=O)C1(C)CCCN(Cc2c(F)cccc2F)C1 (stereo not drawn)	-7.3
COc1ccc(C(=O)NCc2ccc(C)cc2)cc1S(=O)(=O)N1CCOCC1	20.1
CCNC(=O)C1(C)CCN(C(=O)c2cccc(C(F)(F)F)c2)C1 (stereo not drawn)	-0.1
CCCCNC(=O)C(NC(=O)c1cccs1)C(=O)c1ccccc1 (stereo not drawn)	-6.5
CC(=O)c1ccccc1NC(C(=O)NC1CCCCC1)c1ccccc1F (stereo not drawn)	-11.1
O=c1c(OCc2ccccc2)cccn1Cc1ccccc1	56.0
COCOCCn1cc(CN2CCS(=O)(=O)N(Cc3ccc(-c4ccccc4)cc3)C(C(C)C)C2=O)nn1 (stereo not drawn)	-3.4
C[C@H]1Cn2cnc(C(=O)N3CCN(C(=O)OC(C)(C)C)CC3)c2C(=O)N1	-12.7
C[C@H](CO)N1C[C@H](C)[C@@H](CN(C)C(=O)c2ccccc2)Oc2cc(C#C[C@@H](C)O)ccc2S1(=O)=O	-23.5
CCc1nc2ccc(C(=O)Nc3cc(-c4ccccc4)ccc3OC)cn2c1N(C)C(=O)c1cccc(OC)c1	-6.2
COc1ccc2c([N+](=O)[O-])c(N3CCOCC3)[nH]c2c1	7.6

Looked up one by one from the entries so far:
SMILES	HCMV antiviral
CCCNC(=O)C1(C)CCCN(Cc2c(F)cccc2F)C1 (stereo not drawn)	-7.3
COCOCCn1cc(CN2CCS(=O)(=O)N(Cc3ccc(-c4ccccc4)cc3)C(C(C)C)C2=O)nn1 (stereo not drawn)	-3.4

Remaining list, next part
SMILES	HCMV antiviral
CCN(CC)C(=O)C1=C(C)N(Cc2ccc(OC)cc2)C(=O)C(CC(=O)NCc2cccc3ccccc23)C1 (stereo not drawn)	1.6
COCCN1C(=O)CN(S(C)(=O)=O)CC1(C)C(=O)Nc1ccc2c(c1)OCCO2 (stereo not drawn)	1.5
CC1(C(=O)NS(=O)(=O)c2ccccc2C(F)(F)F)CCN1C(=O)c1cccc(F)c1 (stereo not drawn)	-7.6
CCC[C@H]1[C@@H](N(C)C)CC[C@@]23CCCN2C(=O)CCC[C@@H]13	30.2
CC(C)NC(=O)c1cc(C2CCCCN2S(=O)(=O)c2cccc3cccnc23)on1 (stereo not drawn)	-25.9
CCCc1c(C(=O)N/N=C/c2ccc3c(c2)OCO3)nnn1-c1nonc1N	-31.2
O[C@@H]1C[C@H](c2ccccc2)N(CC2CCCCC2)C[C@H]1n1cc(C2CC2)nn1	-15.7
CC(O)(c1ccc(F)c(F)c1)c1nc(-c2cccc3cccnc23)cs1 (stereo not drawn)	-11.1
COc1ccc(C(C(=O)Nc2c(C)cccc2C)N2CCN(c3ccc(C)cc3)CC2)cc1 (stereo not drawn)	9.3
O=C(CCCCC(=O)NN=Cc1ccc2c(c1)CCC2)NN=Cc1ccc2c(c1)CCC2	-24.8
Cc1cnc(CNC(=O)C2(C)CCCN2CC(C)C)cn1 (stereo not drawn)	0.3
CC(O)(c1ccc(F)c(F)c1)c1nc(-c2ccoc2)cs1 (stereo not drawn)	-3.0
CCc1nc2c(OCc3ccc(Cl)cc3)cccn2c1N(C)C(=O)c1ccc(C)cc1	45.1
Cc1nc2c(OCc3ccccc3)cccn2c1N(C)C(=O)C1CCCCC1	1.7
COc1ccc(N2C[C@H](C)[C@@H](CC(=O)Nc3ccccc3)C2=O)cc1	-9.6
CNc1cncc(-c2cccc(C(=O)N3CCOCC3)c2)n1	16.3
COCCCN1C(=O)C(CC(=O)NCC2CCCCC2)CC(C(=O)N(C(C)C)C(C)C)=C1C (stereo not drawn)	68.0
CCCCN(C)c1c(C)nc2ccc(C(=O)Nc3ccc(OC)c(OC)c3)cn12	32.5
O=C(C[C@H]1C[C@H]2c3cc(NS(=O)(=O)c4ccc(F)cc4)ccc3O[C@H]2[C@H](CO)O1)NCc1ccncc1	-0.5
CN(C)C(=O)c1cccc(-c2cccc3nccn23)c1	73.4
CCOC(=O)C1(C)CCN1C(=O)Cc1ccc(OC)cc1 (stereo not drawn)	2.1
O=C(O)C(=Cc1ccc([N+](=O)[O-])cc1)c1ccccc1	13.4
CC(C)(C)Cc1c(-c2ccc(F)cc2)nc2ccc(Cl)cn12	u
CC1Cc2[nH][nH]c(=O)c2C(C2CC2)O1 (stereo not drawn)	-10.9

3 entries already listed, arranged by number of heavy atoms, largest number first:
SMILES	HCMV antiviral
COCCCN1C(=O)C(CC(=O)NCC2CCCCC2)CC(C(=O)N(C(C)C)C(C)C)=C1C (stereo not drawn)	68.0
CC(C)(C)Cc1c(-c2ccc(F)cc2)nc2ccc(Cl)cn12	u
O=C(O)C(=Cc1ccc([N+](=O)[O-])cc1)c1ccccc1	13.4

The listing continues:
SMILES	HCMV antiviral
O=C(Cc1csc(-c2cccc(F)c2)n1)Nc1cccc(S(=O)(=O)NC2=NCCC2)c1	-8.6
COc1ccc(NC(=S)Nc2ccc3c(c2)c(=O)n(C)n3-c2ccccc2)cc1	-4.6
CCOC(=O)C1=CCC(c2cc3ccccc3[nH]2)NC1 (stereo not drawn)	22.7
COc1ccc(S[C@]2(c3nc(-c4cccnc4)no3)CC(=O)N[C@@H]2c2ccc(OC)cc2)cc1	23.5
CC(=O)Nc1ccc(-c2ccnc3c2CC(C(=O)Nc2ccc4c(c2)OCO4)O3)cc1 (stereo not drawn)	6.7
COc1ccc(Cl)cc1-c1cc(C(=O)NC2CCCCC2)[nH]n1	49.7
CNC(=O)C1(C)CCN1C(=O)Cc1ccc(C(C)C)cc1 (stereo not drawn)	-5.0
Cc1cc(/C=C(\C#N)C(=O)OCC(=O)N(C)c2c(N)n(Cc3ccccc3)c(=O)[nH]c2=O)c(C)n1CC(C)C	60.0
COC(=O)N(C)C[C@H]1OCc2cn(nn2)CCCC(=O)N([C@@H](C)CO)C[C@@H]1C	-1.2
OCc1ccccc1OCc1ccccc1	-9.3
O=C(c1ccco1)N1CCN(C(=O)c2[nH]c(C(F)(F)F)nc2-c2ccccc2)CC1	23.3
CCCCCCCCN1C(=O)[C@H](CC(=O)NCc2ccccc2)C[C@@]2(C(=O)OC)CC(C)(C)CC=C12	14.4
C#CCNC(=O)c1ccc2sc([C@@H]3O[C@H](CO)[C@H](O)[C@H](O)[C@H]3O)nc2c1	-37.8
CC1(C(=O)NS(=O)(=O)c2ccccc2Cl)CCN1C(=O)C/C=C/c1ccccc1 (stereo not drawn)	-28.8
O=C(Nc1cccc(C(F)(F)F)c1)C1CC(=O)N(Cc2ccco2)C1 (stereo not drawn)	-2.5
CCn1cc(CN2CCCC(C(=O)Nc3cccc(-n4cccn4)c3)C2)cn1 (stereo not drawn)	25.1
CC(C)Oc1ccc(F)cc1-c1cc(C(=O)Nc2ccc(C(C)(C)C)cc2)[nH]n1	u
COc1cccc(C(C)(O)c2nc(-c3cccc(C(F)(F)F)c3)cs2)c1 (stereo not drawn)	-3.5
CNc1ncnc2c1ncn2[C@H]1CN(CCOC)C[C@@H](CO)O1	-2.5
CCOC(=O)C1=C[C@@H](C(C)(C)C)N(S(=O)(=O)c2ccc(C)cc2)[C@H]1c1ccccc1	u
COC(=O)[C@]12CCCCC=C1N(Cc1cccc3ccccc13)C(=O)[C@H](CC(=O)NCCC(C)C)C2	-61.2*
CC(C)Oc1cccc(C(=O)Nc2nnc([C@@H]3C[C@H](O)[C@@H](CO)O3)s2)c1	u
Cc1cccc(C)c1NC(=O)CN1CCN(C/C=C/c2ccccc2)CC1	19.3
CNc1cnc(-c2ccsc2)cn1	35.5
COc1ccccc1-c1cccc(-c2nc(C(=O)N3CCCCC3)cc3c2[C@@H](CCO)N(S(=O)C(C)(C)C)C3)c1 (stereo partly drawn)	-6.3
COc1cc(NC(=O)[C@H]2O[C@@H](n3ccc(N)nc3=O)[C@H](O)[C@@H]2O)cc(OC)c1OC	9.8
COc1ccc2c3c([nH]c2c1)[C@@H](CO)N(C(=O)C1CC1)CC31CCN(Cc2nccs2)CC1	-2.1
COC(=O)c1cc2c(c3c4cc(C)ccc4n(S(=O)(=O)c4cccc(C)c4)c13)C(=O)N(Cc1ccccc1OC)C2	-31.5
CN1OC[C@@H]2CN(S(=O)(=O)c3cccc4ccccc34)[C@H](c3ccc(-c4cccnc4)cc3)C[C@@H]21	10.9
CC(C)Oc1ccc(Nc2cc3c(cn2)cc(-c2cnn(C)c2)n3C)cc1	9.0
CC(C)C[C@H]1CN(CCCC[C@@H]2CNC(=O)C(=O)N2CC2CCCCC2)C(=O)C(=O)N1CCC1CCCCC1	17.2
CC1(C(=O)NS(=O)(=O)c2ccc(F)cc2F)CCN1C(=O)Cc1cc(F)ccc1F (stereo not drawn)	-10.1
CSCC[C@@H](CO)NC(=O)[C@H]1O[C@@H](n2ccc(N)nc2=O)[C@H](O)[C@@H]1O	6.7
Nc1sc(-c2ccccc2)cc1C(=O)NCCc1ccc(Cl)cc1	19.1
C#CCNC(=O)c1csc([C@@H]2O[C@H](CO)[C@@H](O)[C@H]2O)n1	15.0
CC(C)(C)OC(=O)Nc1ccccc1-n1nnnc1C(C(=O)c1ccccc1)N1CCN(c2ccccn2)CC1 (stereo not drawn)	-5.0
CCc1ccc(C2CC3C(CN2S(=O)(=O)c2ccc(C)cc2)[C@@H](O)C[C@@H](c2ccc(CC)cc2)N3S(=O)(=O)c2ccc(C)cc2)cc1 (stereo partly drawn)	12.7
C[C@H](CO)N1C[C@H](C)[C@H](CN(C)C(=O)Nc2cccc(F)c2)OCc2cnnn2CCCC1=O	-6.9
COC(=O)C[C@H]1N(S(=O)(=O)c2ccc(C)cc2)C(C(C)C)CC1(C(=O)OC)C(=O)OC (stereo partly drawn)	17.6
COc1cccc(-n2cc(CN(C)C(=O)C3CCC(=O)N(C4CC4)C3)cn2)c1 (stereo not drawn)	39.7
C[C@H](O)[C@@H]1CN2CCc3c([nH]c4ccc(-c5ccc6c(c5)OCO6)cc34)[C@@H]2C[C@@H]1N(C)C(=O)Nc1ccc(F)cc1	-102.3*
C[C@@H]1CN([C@H](C)CO)S(=O)(=O)c2ccc(C#Cc3ccccc3)cc2O[C@H]1CN(C)C(=O)Nc1ccc2c(c1)OCO2	-86.7*
CC1C(=O)N(Cc2cn(Cc3ccco3)nn2)CCS(=O)(=O)N1Cc1ccc(-c2ccc(Cl)c(Cl)c2)cc1 (stereo not drawn)	-20.1
O=C(C[C@H]1CC[C@H]2[C@@H](COC[C@H](O)CN2C(=O)c2ccccn2)O1)N1CCN(c2ccccc2)CC1	-65.2*
CSc1nc(=O)[nH]nc1Sc1ccccc1	7.5
O=C(Nc1c(-c2ccccc2)[nH][nH]c1=O)c1cnccn1	-4.9
O=C(c1cc(C2CC2)nn1-c1ccccc1)N1CCN(S(=O)(=O)c2ccccc2F)CC1	6.5
Cc1cccc(C)c1NC(=O)CN(Cc1ccccc1)Cc1ccccc1	3.6
CC1(C(=O)NCCC#N)CCN1C(=O)C1(c2ccccc2)CC1 (stereo not drawn)	30.2
Cn1c(NCc2ccncc2)nc2cc(-c3ccsc3)sc2c1=O	32.0
CC1=C(C(=O)N(C(C)C)C(C)C)CC(CC(=O)NCc2ccco2)C(=O)N1Cc1ccc(F)cc1 (stereo not drawn)	14.2
COc1ccc(-c2coc3c(C(=O)NCCN(C)C)cccc23)c(C)c1	-20.3
CNc1cnc(-c2ccccc2OC)cn1	-28.2
COc1ccc(C(O)c2nc(-c3ccc(OC)c(OC)c3)cs2)cc1 (stereo not drawn)	-15.7
CC(C)(C)C(=O)c1c(N)[nH]c(C(=O)c2ccccc2)c1-c1ccc(Cl)cc1Cl	-24.9
CCCNC(=O)C1(C)CCCN(Cc2cccc3ccccc23)C1 (stereo not drawn)	-18.0
CCCC(C(=O)NC(C)(C)C)N(Cc1ccccc1)C(=O)c1snc(C(N)=O)c1N (stereo not drawn)	-24.0
O=C(NC1CCCCC1)c1nnc2n1CCN(Cc1cccc(C(F)(F)F)c1)C2	21.2
O=C(NCc1ccccc1)c1cc(C2CCCN(C(=O)c3cccs3)C2)on1 (stereo not drawn)	54.2
CCOC(=O)CC1c2ccccc2-n2nncc2CN1CC1CCCCC1 (stereo not drawn)	-9.3
